hgDAF-12 ag: agonists of H. glycines DAF-12 nuclear receptor | HEK293 GAL4-hgDAF12 UAS-luciferase reporter, agonist luminescence; normalized to butyrate control | activation, % at 6.8 µM | 1.8% of 370,000 active | AID 687014;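 active = activation above a cutoff set at the mean of all screened compounds plus 3 SD, cut at about 10% in these data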;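 note: 0% = DMSO wells and 100% = sodium butyrate wells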
DAX1 inh-1: DAX1 (NR0B1) inhibition, primary screen; HEK293T StAR-luciferase reporter, SF-1/DAX-1 repression relief; inhibition, % at 6.8 µM; 1.1% of 370,000 active; AID 652010;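 active = inhibition above the mean over all tested compounds plus 3 SD, cut at about 3.6% in these data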;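 note: 0% = DAX-1 cells with DMSO and 100% = cells lacking DAX-1 with DMSO; higher inhibition means more luminescence from relief of DAX-1 repression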
ADAM17 inh: ADAM17 inhibition, QFRET primary screen; inhibition, % at 6.95 µM; recombinant ADAM17, EDANS/DABCYL FRET peptide cleavage; 0.83% of 370,000 active; P78536;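 active = inhibition above the mean of compounds lying between control limits plus 3 SD, set per campaign, cut at about 8.5% in these data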;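 note: 0% = DMSO-only wells as the low control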
PG9 binder: binds the HIV-1 gp120 antibody PG9 | inhibition, % at 6.7 µM | TR-FRET gp120-PG9 antibody binding | AID 624416 | 0.43% of 360,000 active; in the data active = inhibition above about 8.5%
hcDAF-12 act: activators of H. contortus DAF-12 nuclear receptor; HEK293 hcDAF-12 lit1-tk-luc reporter, luminescence; 0% DMSO, 100% Δ7-dafachronic acid; activation, % at 6.8 µM; 1.4% of 370,000 active;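 active = activation above the mean of all tested compounds plus 3 SD, cut at about 5.5% in these data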;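 note: 100% = response to 3 µM Δ7-dafachronic acid high control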
ssDAF-12 act: activators of S. stercoralis DAF-12 nuclear receptor; HEK293 ssDAF-12/GRIP1 lit1-tk-luc reporter, luminescence; % of 3 µM dafachronic acid response; activation, % at 6.8 µM; 1% of 370,000 active; AID 652126;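 active = activation above the mean over all tested compounds plus 3 SD, cut at about 0.9% in these data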;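 note: 0% = DMSO-only wells and 100% = 3 µM delta7-dafachronic acid wells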
GC-A act: GC-A (human) enzyme activation; P16066; HEK293 GC-A cells, cGMP TR-FRET, EC30 ANP; 0% at EC30 ANP, 100% saturating ANP; 0.14% of 370,000 active; activation, % at 10 µM; in the data active = activation above about 40%
Target sequence (P16066 whole entry, looked up): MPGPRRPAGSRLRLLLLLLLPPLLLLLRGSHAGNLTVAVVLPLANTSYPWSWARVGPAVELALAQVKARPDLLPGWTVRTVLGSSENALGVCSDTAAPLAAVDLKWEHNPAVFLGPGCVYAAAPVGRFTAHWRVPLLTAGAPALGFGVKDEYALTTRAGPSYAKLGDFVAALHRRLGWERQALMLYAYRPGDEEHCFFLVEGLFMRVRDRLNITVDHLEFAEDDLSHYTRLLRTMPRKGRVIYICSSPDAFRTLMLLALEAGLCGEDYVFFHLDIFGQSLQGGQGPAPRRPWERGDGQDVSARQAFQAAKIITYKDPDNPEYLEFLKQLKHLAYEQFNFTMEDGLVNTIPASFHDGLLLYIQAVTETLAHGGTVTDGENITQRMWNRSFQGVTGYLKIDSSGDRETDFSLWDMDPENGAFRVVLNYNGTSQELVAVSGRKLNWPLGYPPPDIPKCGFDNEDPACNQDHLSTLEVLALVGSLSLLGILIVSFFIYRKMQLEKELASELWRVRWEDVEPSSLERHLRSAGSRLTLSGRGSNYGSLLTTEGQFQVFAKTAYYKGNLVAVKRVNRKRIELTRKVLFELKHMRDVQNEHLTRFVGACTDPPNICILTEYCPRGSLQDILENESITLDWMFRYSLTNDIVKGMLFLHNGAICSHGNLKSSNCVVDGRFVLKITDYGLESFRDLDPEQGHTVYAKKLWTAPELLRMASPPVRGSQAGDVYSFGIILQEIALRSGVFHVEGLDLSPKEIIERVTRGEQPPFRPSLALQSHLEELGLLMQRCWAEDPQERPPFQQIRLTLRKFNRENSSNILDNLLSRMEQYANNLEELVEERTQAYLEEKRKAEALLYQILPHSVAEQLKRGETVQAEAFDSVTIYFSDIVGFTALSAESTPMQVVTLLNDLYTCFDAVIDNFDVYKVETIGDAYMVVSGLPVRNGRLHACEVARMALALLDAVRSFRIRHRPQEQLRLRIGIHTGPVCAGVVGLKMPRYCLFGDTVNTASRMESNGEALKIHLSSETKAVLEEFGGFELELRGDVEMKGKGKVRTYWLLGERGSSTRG
ADAM10 inh: inhibitors of human ADAM10. O14672. recombinant ADAM10, EDANS/DABCYL FRET peptide cleavage, 3 h. inhibition, % at 7 µM. 0.62% of 370,000 active. AID 720582;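 active = inhibition above a per-campaign cutoff equal to the mean of compounds falling between control-based bounds plus 3 SD, cut at about 20% in these data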;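 note: 0% = DMSO wells while the 100% control is not disclosed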
SMARCA2 act: activators of SMARCA2 function; MG213 cells, MMTV-luciferase reporter, dexamethasone, overnight; activation, % at 9.1 µM; 1% of 370,000 active; AID 652017; in the data active = activation above about 7.8%;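 note: 0% = vehicle wells and 100% = reference activator wells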
GAA850 FXN act: increases GAA850 frataxin promoter reporter activity. HEK293 lucGAA850 FXN promoter luciferase reporter, 24 h; percent of 10 µM SAHA response. activation, % at 6 µM. 0.56% of 360,000 active;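 active = activation above the average of all compounds screened plus 3 SD, cutoff fixed separately per campaign, cut at about 7.5% in these data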;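 note: 0% = DMSO wells and 100% = 10 µM SAHA wells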
DAX1 inh-2: inhibitors of human orphan nuclear receptor DAX1 (NR0B1); HEK293 Gal4-DAX1 luciferase reporter, luminescence; inhibition, % at 6.75 µM; 0.99% of 340,000 active; AID 504766;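 active = inhibition above the mean over all tested compounds plus 3 SD, cut at about 4.2% in these data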;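 note: 0% = DAX1-transfected cells with DMSO and 100% = empty-vector control cells with DMSO; inhibition shows as a rise in luminescence from relieved DAX1 repression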
* hit, by the source's call.

Results for Cc1ccccc1NC(=S)N(Cc1ccccc1)Cc1cccs1 ?
hgDAF-12 ag: 3.0; DAX1 inh-1: 1.2; ADAM17 inh: -2; PG9 binder: 0.6; hcDAF-12 act: -1.5; ssDAF-12 act: -1.8; GC-A act: -11; ADAM10 inh: 6; SMARCA2 act: -1; GAA850 FXN act: -0.8; DAX1 inh-2: 0.0

How did Cc1ccc(-c2csc(NC(=O)C3=NN(C4CCS(=O)(=O)C4)C(=O)CC3)n2)cc1 (stereo not given) do in these assays?
hgDAF-12 ag: 2.5; DAX1 inh-1: 0.4; ADAM17 inh: -11; PG9 binder: 4.4; hcDAF-12 act: -1.4; ssDAF-12 act: -1.6; GC-A act: -3; ADAM10 inh: 1; SMARCA2 act: -2; GAA850 FXN act: 0.8; DAX1 inh-2: -1.6

How did NC(=O)c1ccc(N2CCNC(=O)C2)c([N+](=O)[O-])c1 do in these assays?
hgDAF-12 ag: -0.2; DAX1 inh-1: 0.3; ADAM17 inh: -1; PG9 binder: 1.2; hcDAF-12 act: -1.0; ssDAF-12 act: -0.4; GC-A act: 3; ADAM10 inh: 2; SMARCA2 act: 0; GAA850 FXN act: 1.5; DAX1 inh-2: 0.8

Results for O=C(CCCn1c(SCc2cccc(F)c2)nc2ccccc2c1=O)NCC1CCCO1 (stereo not given) ?
hgDAF-12 ag: -2.6; DAX1 inh-1: 1.2; ADAM17 inh: -4; PG9 binder: 13*; hcDAF-12 act: -1.0; ssDAF-12 act: -0.8; GC-A act: -19; ADAM10 inh: -1; SMARCA2 act: 3; GAA850 FXN act: 2.4; DAX1 inh-2: -0.7

What do the screens show for `CN(CC(=O)Nc1ccccc1Br)C(=O)C(Cc1ccccc1)NC(=O)c1ccccc1` (stereo not given)?
hgDAF-12 ag: -2.0; DAX1 inh-1: -1.1; ADAM17 inh: 3; PG9 binder: -1.8; hcDAF-12 act: -1.1; ssDAF-12 act: -0.7; GC-A act: 3; ADAM10 inh: 0; SMARCA2 act: 0; GAA850 FXN act: -2.0; DAX1 inh-2: -0.7

How did COc1ccccc1CNC(=O)c1cc(S(=O)(=O)N2CCN(c3ccccc3)CC2)ccc1Cl do in these assays?
hgDAF-12 ag: -1.8; DAX1 inh-1: -1.1; ADAM17 inh: 3; PG9 binder: -1.1; hcDAF-12 act: 0.3; ssDAF-12 act: -1.7; GC-A act: 0; ADAM10 inh: 6; SMARCA2 act: -1; GAA850 FXN act: -1.6; DAX1 inh-2: 0.1

How did CCOC(=O)[C@H]1[C@H]2COc3cc(OC)ccc3[C@@H]2N2C(=O)CN(Cc3ccc(Cl)cc3)C(=O)[C@@]12C do in these assays?
hgDAF-12 ag: -0.3; DAX1 inh-1: 0.1; ADAM17 inh: 1; PG9 binder: 0.4; hcDAF-12 act: -1.6; ssDAF-12 act: -0.9; GC-A act: -2; ADAM10 inh: 13; SMARCA2 act: -2; GAA850 FXN act: -0.6; DAX1 inh-2: 1.6

What do the screens show for `O=C(Nc1ccc(Cl)cn1)C1CCCN(c2ncnc3c2nc2n3CCCCC2)C1` (stereo not given)?
hgDAF-12 ag: 0.9; DAX1 inh-1: -0.7; ADAM17 inh: -4; PG9 binder: -0.2; hcDAF-12 act: -2.4; ssDAF-12 act: -1.6; GC-A act: 0; ADAM10 inh: -8; SMARCA2 act: 1; GAA850 FXN act: -1.8; DAX1 inh-2: 0.3

What do the screens show for `CCOc1ccccc1C(=O)NN1C(=O)CCC1=O`?
hgDAF-12 ag: 3.5; DAX1 inh-1: -0.4; ADAM17 inh: -2; PG9 binder: -2.3; hcDAF-12 act: 3.6; ssDAF-12 act: 1.0*; GC-A act: 3; ADAM10 inh: 0; SMARCA2 act: -3; GAA850 FXN act: 0.2; DAX1 inh-2: 3.2

Results for O=S(=O)(N1CCCCC1)N1CCN(c2cc(Cl)ccc2Cl)CC1 ?
hgDAF-12 ag: -0.2; DAX1 inh-1: -0.8; ADAM17 inh: 4; PG9 binder: -2.2; hcDAF-12 act: -2.5; ssDAF-12 act: -1.2; GC-A act: 1; ADAM10 inh: 2; SMARCA2 act: -1; GAA850 FXN act: 1.7; DAX1 inh-2: 0.6

Results for COc1ccc(CCN(C)C2CCCN(C(=O)CCC(F)(F)F)C2)cc1OC (stereo not given) ?
hgDAF-12 ag: -5.0; DAX1 inh-1: 0.4; ADAM17 inh: -1; PG9 binder: -1.8; hcDAF-12 act: -1.6; ssDAF-12 act: -1.2; GC-A act: 3; ADAM10 inh: 13; SMARCA2 act: -1; GAA850 FXN act: 2.5; DAX1 inh-2: 0.8

Results for COC(=O)c1[nH]c2ccc(Cl)cc2c1NC(=O)CN1CCc2cc(OC)c(OC)cc2C1 ?
hgDAF-12 ag: -0.8; DAX1 inh-1: -0.8; ADAM17 inh: -12; PG9 binder: 0.8; hcDAF-12 act: -1.2; ssDAF-12 act: -1.1; GC-A act: 11; ADAM10 inh: -27; SMARCA2 act: 0; GAA850 FXN act: -0.3; DAX1 inh-2: -0.3

What do the screens show for `Cc1ccccc1-n1c(N)c(C(=O)Nc2ccc(F)cc2)sc1=S`?
hgDAF-12 ag: -2.0; DAX1 inh-1: -0.1; ADAM17 inh: -1; PG9 binder: 0.1; hcDAF-12 act: -1.6; ssDAF-12 act: -1.9; GC-A act: 0; ADAM10 inh: 1; SMARCA2 act: 0; GAA850 FXN act: 1.9; DAX1 inh-2: 0.2

Results for CC(=O)c1cccc(NC(=O)Cn2nc(-c3ccc(Cl)cc3)ccc2=O)c1 ?
hgDAF-12 ag: -1.1; DAX1 inh-1: -0.3; ADAM17 inh: -1; PG9 binder: 0.3; hcDAF-12 act: -1.8; ssDAF-12 act: -0.3; GC-A act: 0; ADAM10 inh: 2; SMARCA2 act: -2; GAA850 FXN act: 1.6; DAX1 inh-2: 0.8

What do the screens show for `CCCNC(=O)c1n[nH]c(=O)c2ccccc12`?
hgDAF-12 ag: 0.9; DAX1 inh-1: -0.6; ADAM17 inh: -1; PG9 binder: -1.9; hcDAF-12 act: -0.8; ssDAF-12 act: -0.9; GC-A act: 1; ADAM10 inh: 10; SMARCA2 act: 1; GAA850 FXN act: 1.7; DAX1 inh-2: -0.3

What do the screens show for `Cc1cccc(NC(=O)CSc2nnc(NC(=O)CN3CCOCC3)s2)c1`?
hgDAF-12 ag: 0.2; DAX1 inh-1: -0.4; ADAM17 inh: -4; PG9 binder: -0.1; hcDAF-12 act: -0.4; ssDAF-12 act: -1.1; GC-A act: -3; ADAM10 inh: 4; SMARCA2 act: -1; GAA850 FXN act: 0.7; DAX1 inh-2: -0.7

How did Cc1cc(NCCCn2ccnc2)n2ncc(-c3ccc(Cl)cc3)c2n1 do in these assays?
hgDAF-12 ag: 19*; DAX1 inh-1: 3.8*; ADAM17 inh: -95; PG9 binder: 1.0; hcDAF-12 act: 15*; ssDAF-12 act: 1.7*; GC-A act: 6; ADAM10 inh: -247; SMARCA2 act: -1; GAA850 FXN act: 0.1; DAX1 inh-2: 3.5

What do the screens show for `O=C(N[C@H]1CC[C@H](CCNS(=O)(=O)c2ccc(Cl)cc2)O[C@@H]1CO)c1cccc(F)c1`?
hgDAF-12 ag: -3.7; DAX1 inh-1: -1.7; ADAM17 inh: -7; PG9 binder: 0.6; hcDAF-12 act: -0.7; ssDAF-12 act: -0.5; GC-A act: -6; ADAM10 inh: -5; SMARCA2 act: -2

Results for COC(=O)Nc1nnc(-c2ccncc2)s1 ?
hgDAF-12 ag: 0.9; DAX1 inh-1: 1.2; ADAM17 inh: -230; PG9 binder: 0.3; hcDAF-12 act: 0.3; ssDAF-12 act: -1.7; GC-A act: 1; ADAM10 inh: inactive; SMARCA2 act: -2; GAA850 FXN act: 2.0; DAX1 inh-2: -0.2

How did CC(C)NCc1c(O)c(Br)cc2oc3c(c12)CCCC3 do in these assays?
hgDAF-12 ag: -0.5; DAX1 inh-1: -0.8; ADAM17 inh: -1; PG9 binder: -1.3; hcDAF-12 act: 0.6; ssDAF-12 act: -1.0; GC-A act: 1; ADAM10 inh: 7; SMARCA2 act: -3; GAA850 FXN act: -1.2; DAX1 inh-2: 0.1

Nothing new here: entries from further up.
Results for O=S(=O)(N1CCCCC1)N1CCN(c2cc(Cl)ccc2Cl)CC1 ?
hgDAF-12 ag: -0.2; DAX1 inh-1: -0.8; ADAM17 inh: 4; PG9 binder: -2.2; hcDAF-12 act: -2.5; ssDAF-12 act: -1.2; GC-A act: 1; ADAM10 inh: 2; SMARCA2 act: -1; GAA850 FXN act: 1.7; DAX1 inh-2: 0.6

Results for COc1ccc(CCN(C)C2CCCN(C(=O)CCC(F)(F)F)C2)cc1OC (stereo not given) ?
hgDAF-12 ag: -5.0; DAX1 inh-1: 0.4; ADAM17 inh: -1; PG9 binder: -1.8; hcDAF-12 act: -1.6; ssDAF-12 act: -1.2; GC-A act: 3; ADAM10 inh: 13; SMARCA2 act: -1; GAA850 FXN act: 2.5; DAX1 inh-2: 0.8

The listing continues:
How did O=c1cc(-c2ccccc2)nc(Cc2c(Cl)cccc2Cl)[nH]1 do in these assays?
hgDAF-12 ag: -2.7; DAX1 inh-1: -0.2; ADAM17 inh: -5; PG9 binder: -0.5; hcDAF-12 act: 0.3; ssDAF-12 act: 0.0; GC-A act: -5; ADAM10 inh: 2; SMARCA2 act: -3; GAA850 FXN act: 1.2; DAX1 inh-2: -2.0

What do the screens show for `COc1cccc(NC(=O)CSc2nnc3c(n2)[nH]c2ccc(C)cc23)c1`?
hgDAF-12 ag: -0.1; DAX1 inh-1: 0.2; ADAM17 inh: 0; PG9 binder: 0.5; hcDAF-12 act: -0.9; ssDAF-12 act: 0.0; GC-A act: -25; ADAM10 inh: 9; SMARCA2 act: 4; GAA850 FXN act: 0.2; DAX1 inh-2: 0.4

Results for CCOC(=O)CN1C(=O)N[C@@H](CCc2ccccc2)[C@H](C(=O)OC)[C@H]1C ?
hgDAF-12 ag: 2.0; DAX1 inh-1: 0.8; ADAM17 inh: -2; PG9 binder: -0.5; hcDAF-12 act: -2.2; ssDAF-12 act: -0.9; GC-A act: -1; ADAM10 inh: 2; SMARCA2 act: 2; GAA850 FXN act: 1.2; DAX1 inh-2: 0.9

What do the screens show for `CCC(C)NC(=O)Cn1nc([N+](=O)[O-])c(Cl)c1C` (stereo not given)?
hgDAF-12 ag: -0.6; DAX1 inh-1: -0.6; ADAM17 inh: -1; PG9 binder: -1.7; hcDAF-12 act: 0.2; ssDAF-12 act: -1.4; GC-A act: 4; ADAM10 inh: 4; SMARCA2 act: 0; GAA850 FXN act: -2.2; DAX1 inh-2: 2.4

Results for CCOc1ccc(NC(=O)COc2ccc(-n3cnnn3)cc2)cc1 ?
hgDAF-12 ag: -0.1; DAX1 inh-1: 0.1; ADAM17 inh: -2; PG9 binder: 0.6; hcDAF-12 act: 0.1; ssDAF-12 act: -1.2; GC-A act: -1; ADAM10 inh: -2; SMARCA2 act: -2; GAA850 FXN act: 1.3; DAX1 inh-2: 1.7

What do the screens show for `CSc1nc(C)cc(C)c1C#N`?
hgDAF-12 ag: 1.1; DAX1 inh-1: 0.8; ADAM17 inh: -1; PG9 binder: -1.5; hcDAF-12 act: -1.9; ssDAF-12 act: -1.0; GC-A act: 4; ADAM10 inh: -2; SMARCA2 act: -2; GAA850 FXN act: -0.2; DAX1 inh-2: 0.3
